Assay outcomes (PubChem BioAssay)
Nrf2 ARE act: qHTS of Nrf2 Activators; AREc32 ARE-luciferase reporter (MCF7-derived line), luminescence, 24 h; Potency, µM (doses to about 46.1 µM), inactives show at the highest dose activation, usual class: activators; hit rate 0.31% among 410,000; AID 624171, 2012; further: potency means the concentration at half of the fitted maximal effect; % of control where 0% means no effect; nearly all actives have a fitted effect of over 65% in size
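ARE activation measured as luciferase luminescence (Steady-Glo, 30 min RT) in AREc32_Fluc cells after 24 hr compound exposure at 37 deg C, 5% CO2; cells seeded overnight at 1000/well in OPTI-MEM, 5% FBS.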
MCF10A rereplic: A quantitative high throughput screen for small molecules that induce DNA re-replication in MCF 10a normal breast cells; hit rate 2.9% among 350,000; Potency, µM (series often up to 46.1 µM), for the others: top-dose activity, positive = re-replication, usual class: activators; AID 624296, 2012; MCF 10A DNA re-replication, Hoechst nuclear intensity, 48 h; further: potency means the concentration at half of the fitted maximal effect; % of control where 0% means no effect; nearly all actives have a fitted effect of over 50% in size
IL-1B inflam inh: qHTS for Inhibitors of Inflammasome Signaling: IL-1-beta AlphaLISA Primary Screen; THP-1 LPS/ATP IL-1B secretion, AlphaLISA, 16 h; hits give low values; activity change, % at 57.5 µM; hit rate 4.7% among 360,000; AID 743279, 2014; in the data active means activity change below about -50%; inconclusive means mostly about -30% to -49%; further: on the % scale 0 is the no-effect control and ±100 the full control effect
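THP-1 cells pretreated 1 hr with compounds (up to 57.5 uM final), then stimulated with LPS (250 ng/mL final) plus ATP (1.25 mM final); secreted IL-1B measured by AlphaLISA after 16 hr, decreased signal indicating inhibition.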
ATXN viability: Viability Counterscreen for Primary qHTS for Inhibitors of ATXN expression; S2 cells (HEK-293 line with an ATXN2-luciferase reporter) viability, CellTiter-Fluor protease fluorescence, 24 h; AID 651635, 2014; hit rate 0.49% among 400,000; Potency, µM (series often up to 56.7 µM), hits mostly cytotoxic; further: potency means the concentration at half of the fitted maximal effect; nearly all actives have a fitted effect of over 40% in size
Nrf2 block: Nrf2 qHTS screen for inhibitors; Potency, µM (doses to about 46 µM), for the others: top-dose activity change, negative = inhibition, actives largely listed as inhibitors; A549 ARE-Fluc reporter, luciferase luminescence, 18-24 h; AID 504444, 2011; hit rate 2.1% among 360,000; further: potency means the concentration at half of the fitted maximal effect; on the % scale 0 is the no-effect control and ±100 the full control effect; nearly all actives have a fitted effect of over 60% in size
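A549 ARE_Fluc cells, 5000/well, 5% FBS OPTI-MEM; compounds in dose-response, 18-24 h at 37 °C/5% CO2; CellTiter-Fluor viability read (Ex 405/Em 525), then BugLite luciferase luminescence = Nrf2 activity.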
ATXN2 expr inh: Primary qHTS for Inhibitors of ATXN expression. hit rate 0.72% among 360,000. Potency, µM (series often up to 57 µM), for the others: at the highest dose activity change, negative = inhibition, hits mostly inhibitors. AID 1745845, 2022. HEK-293 ATXN2-luciferase reporter, luminescence, 24 h; further: potency means the concentration at half of the fitted maximal effect; on the % scale 0 is the no-effect control and ±100 the full control effect; nearly all actives have a fitted effect of over 55% in size
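qHTS (up to 57 uM final) was run with 24 h compound exposure of reporter cells at 37 °C. Each well was multiplexed: SteadyGlo luminescence measured ATXN2-luciferase expression after a fluorogenic Gly-Phe-AFC viability readout (25 uM final).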
A549 tox: Nrf2 qHTS screen for inhibitors: counterscreen for cytotoxicity. A549 ARE-Fluc cells, CellTiter-Fluor viability, 18-24 h. Potency, µM (top dose mostly 46 µM), without a hit: at the highest dose activity change, negative = cytotoxicity, actives largely listed as inhibitors. hit rate 0.16% among 390,000. AID 504648, 2011; further: potency means the concentration at half of the fitted maximal effect; on the % scale 0 is the no-effect control and ±100 the full control effect
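A549 ARE-Fluc cells in 5% FBS OPTI-MEM, 5000 cells/well, rested 2 h then exposed to compounds in concentration-response for 18-24 h at 37 °C. Viability by CellTiter-Fluor fluorescence (Ex 405/Em 525) after 30 min; luciferase luminescence (BugLite, 15 min, RT) read afterwards.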
TGFb inhibitor: qHTS for Inhibitors of TGF-b; hit rate 1.2% among 410,000; HepG2 CAGA-GFP TGF-b/SMAD3 reporter, GFP fluorescence, 18 h; TGF-beta stimulated, 500 pg/mL final; Potency, µM (top dose mostly 46.1 µM), without a hit: top-dose activity, negative = inhibition, actives largely listed as inhibitors; further: potency means the concentration at half of the fitted maximal effect; on the % scale 0 is the no-effect control and ±100 the full control effect; nearly all actives have a fitted effect of over 65% in size
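First, reporter cells (HEPG2 CAGA-GFP) rested 2 h at 37 degrees C. Next, compounds were pinned in and TGF-beta added to 500 pg/mL final. After 18 h, GFP was imaged per cell and summed per well.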
HepG2 viability: qHTS for Inhibitors of TGF-b: Cytotox Counterscreen | HepG2 CAGA-GFP viability, ATP luminescence, 18 h | Potency, µM (series often up to 46.1 µM), inactives show at the top dose activity change, negative = cytotoxicity, usual class: cytotoxic | hit rate 0.76% among 410,000 | AID 588856, 2011; further: potency means the concentration at half of the fitted maximal effect; some results filed as inactive show a strong effect at the top dose
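HepG2 CAGA-GFP cells (1000/well, DMEM with 1% FBS) received compound, then TGF-beta at 500 pg/mL final, and were incubated 18 hours at 37 degrees C. Viability was read by CellTiter-Glo luminescence. Media-only wells were set as complete cell-killing and DMSO as no toxicity.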
Active calls of the source: *; i = inactive; u = inconclusive; x = not tested or not shown; & = joins results of further samples; [ ] = dose if it differs, or a comment. Unless noted, the call rests on the fitted dose curve; in most records, active means well fitted curve in the direction sought with a large enough effect; inconclusive means small, poorly fitted or top-dose-only effect, or another doubt; inactive means no such curve, though single readings can be large; an effect the other way counts as inactive or inconclusive. Hits appear at their usual frequency; about 8.8% have a hit in one of these screens.

SMILES	Nrf2 ARE act	MCF10A rereplic	IL-1B inflam inh	ATXN viability	Nrf2 block	ATXN2 expr inh	A549 tox	TGFb inhibitor	HepG2 viability
O=C(c1cc(S(=O)(=O)N2CCCCC2)ccc1F)N1CCCCC1	0.0%	-22%	19	i	x	3%	-4%	8%	-5%
CN(C)CCN(C(=O)c1ccc2c(c1)OCCO2)c1nc2c(Cl)cccc2s1	0.3%	0%	1	i	4%	-11%	-7%	9%	-68%
Cc1cc(C)n2nc(S(=O)(=O)NC3CCCCC3)nc2n1	0.5%	0%	-2	i	5%	9%	2%	27%	-3%
Cc1ccc(N(Cc2ccccc2F)S(C)(=O)=O)c(C)c1	-0.1%	-10%	6	i	-11%	10%	3%	7%	-8%
O=C1CSC(c2cn(-c3ccccc3)nc2-c2cc3ccccc3oc2=O)N1Cc1ccco1 (stereo not given)	11%	6%	-12	i	-19%	-3%	x	23%	-17%
O=C(O)CCc1nc(-c2ccccc2)no1	0.3%	-2%	53	i	-4%	-2%	-10%	-5%	-10%
NC1=NC(=O)/C(=C/c2ccc(Br)cc2)S1	0.3%	-2%	10	x	10%	x	-6%	-15%	-13%
CC(C)CC(=O)Nc1nnc(S(=O)(=O)N(C)c2ccc(Cl)cc2)s1	-0.4%&3.6%	17%	-18	i	u	x	-25%&-14%	u	-6%&-23%
COc1ccccc1N1CCN(C2CCC(C)CC2)CC1 (stereo not given)	0.1%	7%	14	i	-16%	-20%	-15%	-5%	5%
CCCCc1nnc(NC(=O)CS(=O)(=O)Cc2ccccc2)s1	0.2%	-8%	15	i	1%	9%	-6%	2%	0%
Cc1cc(N(C)/N=C/c2ccccc2)nc(-c2ccccc2O)n1	0.1%	-2%	13	u	u	x	-2%	2%	21%
Clc1ccccc1Sc1ccc(-c2ccccn2)s1	0.7%	4%	-8	i	-3%	-1%	2%	-17%	3%
O=C(N/C(=C/c1ccccc1)C(=O)N1CCOCC1)c1ccc([N+](=O)[O-])cc1	2.0%	-5%	0	i	0%	x	0%	-1%	14%
COc1ccccc1NC(=O)C1CCCN(c2ncnc3c2nc2n3CCCCC2)C1 (stereo not given)	2.2%	1%	-14	i	u	u	-10%	-27%	-13%
CCN1C(=O)CC(NCc2ccc(S(N)(=O)=O)cc2)C1=O (stereo not given)	-0.6%	2%	5	i	1%	8%	1%	5%	-9%
COC(=O)c1c(-c2ccccc2)[nH]c(-c2nccc3ccccc23)c1C(=O)OC	4.2%	x	-22	i	x	x	x	-1%	-10%
COc1ccc(NC(=O)c2nnn(Cc3ccc(SC)cc3)c2N)c(OC)c1	-0.7%	4%	10	u	-5%	-2%	-6%	-20%	-21%
Cc1ccc(C(=O)/C=C2\NCCNC2=O)cc1	-1.7%	14%	-6	i	15%	-17%	-4%	-4%	-13%
COC(=O)C(C(=O)OC)=C(/C=C/N(C)C)N(C)C	0.4%	1%	4	i	0%	6%	1%	-4%	1%
COc1ccc(Cn2cc(S(=O)(=O)c3ccc(Cl)cc3)c(=O)c3cc4c(cc32)OCO4)cc1	-0.2%	x	x	i	11%	-1%	1%	u	-1%
Cc1ccc(NC(=O)Cn2nc(C(F)(F)F)c3c2CCCC3)cc1C	-0.5%	x	x	i	6%	-6%	-7%	u	-30%
Cc1ccc(/C=c2\s/c(=C(/C#N)C(=O)N3CCCC3)n(Cc3ccco3)c2=O)s1	-0.6%	u	10	i	u	-13%	-17%	-6%	-16%
CCc1ccc(/C=C2\SC(=S)N(CCC(=O)Nc3cc(C)on3)C2=O)cc1	-1.2%	3%	-12	u	6.5µM*	u	2%	1%	8%
O=C(NN/C(=N/S(=O)(=O)c1ccc(Cl)cc1)c1ccccc1)c1ccc(O)cc1	1.0%	0%	-4	i	9%	21%	7%	17%	-5%
S=C(NCCc1ccccc1)Nc1nccs1	9.7%	-5%	17	i	0%	7%	-1%	-4%	-4%

Reprinted from the part before: 4 compounds, followed by the next part.
SMILES	Nrf2 ARE act	MCF10A rereplic	IL-1B inflam inh	ATXN viability	Nrf2 block	ATXN2 expr inh	A549 tox	TGFb inhibitor	HepG2 viability
Cc1ccc(/C=c2\s/c(=C(/C#N)C(=O)N3CCCC3)n(Cc3ccco3)c2=O)s1	-0.6%	u	10	i	u	-13%	-17%	-6%	-16%
CCc1ccc(/C=C2\SC(=S)N(CCC(=O)Nc3cc(C)on3)C2=O)cc1	-1.2%	3%	-12	u	6.5µM*	u	2%	1%	8%
O=C(NN/C(=N/S(=O)(=O)c1ccc(Cl)cc1)c1ccccc1)c1ccc(O)cc1	1.0%	0%	-4	i	9%	21%	7%	17%	-5%
S=C(NCCc1ccccc1)Nc1nccs1	9.7%	-5%	17	i	0%	7%	-1%	-4%	-4%
COc1ccc(S(=O)(=O)N(C)C[C@H]2Oc3c(cccc3N(C)C)C(=O)N([C@H](C)CO)C[C@@H]2C)cc1	0.6%	3%	-10	i	-5%	5%	-6%	-3%	-4%
O=C(NC(=S)Nc1ccc(Br)cc1F)C1CCCCC1	2.0%	5%	0	i	23%	1%	0%	-11%	-10%
Cc1ccc(NC(=O)COC(=O)[C@H](C)NC(=O)c2ccccc2)cc1S(=O)(=O)N1CCOCC1	0.5%	0%	0	i	2%	-11%	-6%	10%	-1%
OC[C@@H]1CN(Cc2cccs2)C[C@H](n2cnc3c(N4CCN(c5ccccc5)CC4)ncnc32)O1	4.4%	x	5	u	x	0%	x	-23%	-30%
N#Cc1c[nH]n2c(NC3CCCCC3)c(-c3cccc(Cl)c3)nc12	4.9%	x	x	i	9%	15%	-1%	1%	-4%
Cc1ccc(C)c(SCc2noc(C(=O)NCC3CCCO3)c2C(=O)O)c1 (stereo not given)	-0.5%	-3%	6	i	-5%	9%	-1%	42%[activator]	3%
COc1ccc(CNC(=O)C(c2ccco2)N(Cc2ccccc2)C(=O)Cc2cccs2)cc1 (stereo not given)	0.0%	u	4	i	u	2%	-18%	u	-32%
N#Cc1c(SCc2ccccc2)sc(C(=O)c2ccccc2)c1N	1.6%	4%	12	i	x	-13%	-3%	-6%	-2%
COC(=O)C1=C(C)N(C)C(C)=C(C(=O)OC)C1c1ccc(C(=O)OC)cc1	2.0%	6%	-9	i	x	-13%	3%	-11%	2%
O=C(CSc1nnc(-c2c[nH]c3ccccc23)o1)N(Cc1ccccc1)c1ccc(F)cc1	3.8%	12%	-65*	u	18µM*	u	u	u	-43%
C=CCN(C(=O)c1csnn1)C(C(=O)NC1CCCC1)c1ccccc1 (stereo not given)	-0.3%	7%	0	i	13%	0%	-1%	10%	-1%
COc1ccc(NC(=O)COc2coc(CN3CCc4ccccc43)cc2=O)cc1	0.0%	5%	7	i	7%	5%	-3%	-21%	5%
COc1ccc(CNC(=O)CCS(=O)(=O)Cc2cccc(Cl)c2)c(OC)c1	-0.7%	-2%	34	i	-12%	5%	-1%	5%	-3%
O=C(NCc1ccc(C(F)(F)F)cc1)C1CC(c2cccc(F)c2)=NO1 (stereo not given)	-0.9%	u	2	i	-4%	1%	-3%	-30%	-25%
Cc1ccc(NC(=O)C2CCCN(C3=NS(=O)(=O)c4ccccc43)C2)c(O)c1 (stereo not given)	5.3%	1%	8	i	11%	x	-1%	16%	-2%
O=C(Nc1ccc2c(c1)OCO2)c1cc(C2CCCCN2C(=O)c2ccccc2)on1 (stereo not given)	0.5%[9.22 µM]	x	-1	i	x	-2%	x	-5%	-4%
O=C(NC1CC1)c1ccc(CS(=O)(=O)c2c(Cl)cccc2Cl)o1	-0.3%	0%	103	i	10%	6%	-3%	9%	-23%
O=C1CC(c2ccco2)CC(O)=C1C=Nc1cc(Cl)ccc1O (stereo not given)	10µM*	7%	21	i	u	-1%	-8%	-6%	-44%
Cc1ccc2c(cnn2C(=O)CCC(=O)NCc2ccccc2Cl)c1	0.1%	-5%	14	i	18%	-9%	4%	-14%	4%
COc1cc(CN2C[C@@H](CO)O[C@@H](n3cnc4c(N(C)C)ncnc43)C2)cc(OC)c1OC	0.4%	x	0	i	x	1%	x	-22%	-33%
COC(=O)C1=C(C)N(C(C)c2ccccc2)C(=O)/C1=C\c1ccco1 (stereo not given)	u	13%	16	i	-11%	-14%	-3%	-5%	-5%
Cc1ccc(NC(=O)c2cc(S(=O)(=O)N3CCCCCC3)ccc2F)cc1F	2.8%	x	x	i	x	-13%	-4%	-12%	-4%
COc1ccc(C(=O)OCC(=O)NCc2ccc3c(c2)OCO3)cc1[N+](=O)[O-]	-0.3%	-4%	13	i	2%	2%	1%	4%	1%
CCOc1cc(CNc2ncc(-c3ccc(OC)cc3)n2C)ccc1O	0.1%	-2%	-19	i	-7%	-4%	4%	2%	-18%

IL-1B inflam inh: hit marks shown above
| SMILES | IL-1B inflam inh | TGFb inhibitor |
| --- | --- | --- |
| O=C(CSc1nnc(-c2c[nH]c3ccccc23)o1)N(Cc1ccccc1)c1ccc(F)cc1 | -65* | u |
